SENP8 block-1 – human SENP8 protease inhibitors, primary screen, biochemical, fluorescence, Nedd8 protein substrate, uHTS | inhibition, % at 20 µM | 360,000 tested, 0.64% active | AID 602440, 2012 | recombinant SENP8 | Sentrin-specific protease 8 (Homo sapiens), Q96LD8; in the data active means inhibition mostly above about 40%, no sharp cut-off; inactive means mostly below about 27%
SENP6 block – SENP6 protease inhibitors, primary screen, biochemical, luminescence, uHTS; Recombinant SENP6 catalytic domain, aminoluciferin luminescence; inhibition, % at 10 µM; 330,000 tested, 1.8% active;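 active means inhibition above about 50% at the single tested dose, limit read from the data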;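 further: plate controls were DMSO wells with enzyme for no effect and DMSO wells lacking enzyme for full effect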
Apaf-1 inh – inhibitors of human Apaf-1 apoptosome, primary screen, biochemical, DEVD-Rh110 fluorescence, uHTS. Apoptotic protease-activating factor 1 (Homo sapiens), O14727. reconstituted apoptosome caspase-3 activity. inhibition, % at 20 µM. 330,000 tested, 0.71% active; active means inhibition of at least 40% at 20 µM;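 further: plate controls were DMSO wells for no effect and DEVD-CHO caspase inhibitor wells for full effect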
Target sequence (O14727 whole entry, looked up): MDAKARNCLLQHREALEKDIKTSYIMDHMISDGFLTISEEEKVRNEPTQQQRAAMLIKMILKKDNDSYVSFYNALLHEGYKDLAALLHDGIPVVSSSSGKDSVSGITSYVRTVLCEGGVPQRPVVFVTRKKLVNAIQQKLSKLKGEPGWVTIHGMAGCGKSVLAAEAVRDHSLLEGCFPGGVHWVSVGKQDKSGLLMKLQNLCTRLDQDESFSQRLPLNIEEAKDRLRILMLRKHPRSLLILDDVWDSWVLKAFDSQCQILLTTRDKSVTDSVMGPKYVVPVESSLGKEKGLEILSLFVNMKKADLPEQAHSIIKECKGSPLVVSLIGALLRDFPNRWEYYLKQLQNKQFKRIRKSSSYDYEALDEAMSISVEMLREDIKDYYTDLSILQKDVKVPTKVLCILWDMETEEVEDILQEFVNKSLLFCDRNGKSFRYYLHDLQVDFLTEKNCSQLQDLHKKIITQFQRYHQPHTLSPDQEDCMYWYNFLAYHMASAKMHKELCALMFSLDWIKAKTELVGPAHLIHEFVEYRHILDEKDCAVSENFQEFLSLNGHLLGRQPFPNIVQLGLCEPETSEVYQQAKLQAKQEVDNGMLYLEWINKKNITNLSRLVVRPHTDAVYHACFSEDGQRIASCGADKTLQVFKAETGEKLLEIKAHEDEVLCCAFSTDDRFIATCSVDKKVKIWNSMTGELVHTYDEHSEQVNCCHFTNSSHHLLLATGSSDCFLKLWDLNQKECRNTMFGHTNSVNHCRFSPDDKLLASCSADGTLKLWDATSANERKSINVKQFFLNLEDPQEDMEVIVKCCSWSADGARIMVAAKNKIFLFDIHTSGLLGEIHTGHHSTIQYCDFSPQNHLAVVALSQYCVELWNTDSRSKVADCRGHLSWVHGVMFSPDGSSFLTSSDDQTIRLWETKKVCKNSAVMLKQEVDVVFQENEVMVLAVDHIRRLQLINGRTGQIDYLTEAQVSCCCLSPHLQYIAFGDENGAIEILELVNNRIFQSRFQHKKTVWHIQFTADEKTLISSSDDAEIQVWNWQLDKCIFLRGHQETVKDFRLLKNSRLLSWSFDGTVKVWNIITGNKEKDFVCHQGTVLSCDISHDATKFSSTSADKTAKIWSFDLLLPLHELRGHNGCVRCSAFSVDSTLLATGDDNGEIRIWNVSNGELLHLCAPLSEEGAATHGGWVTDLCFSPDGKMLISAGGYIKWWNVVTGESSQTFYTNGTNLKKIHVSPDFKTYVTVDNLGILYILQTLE
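Assay system: Apoptosome proteins | Medium: pH 7.5 Hepes buffer with CHAPS, BSA, DTT | Also added: Cytochrome c and DEVD-Rh110 substrate | Times: 30 min plus 50 min, RT | Detection: Rhodamine 110 fluorescence at Ex 480/Em 540 nm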
SENP8 block-2 – SENP8 protease inhibitors, primary screen, biochemical, luminescence; Sentrin-specific protease 8 (Homo sapiens), Q96LD8; purified SENP8, Z-RLRGG-aminoluciferin cleavage; inhibition, % at 10 µM; 330,000 tested, 1.2% active; AID 2540, 2010; in the data active means inhibition above about 50%
SENP7 block – SENP7 protease inhibitors, primary screen, biochemical, luminescence, uHTS; Sentrin-specific protease 7 (Homo sapiens), Q9BQF6; recombinant SENP7, Z-RLRGG-aminoluciferin luminescence, 40 min; inhibition, % at 5 µM; 330,000 tested, 1.5% active;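 active means inhibition above about 50% at the single test dose, limit read from the data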;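 further: plate controls were DMSO with enzyme for no effect and no enzyme buffer wells for full effect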
SENP1 FRET inh – human SENP1 catalytic domain inhibitors, primary screen, biochemical, FRET, uHTS | recombinant SENP1 catalytic domain, CyPet-SUMO1-YPet FRET cleavage | 360,000 tested, 0.21% active | inhibition, % at 10 µM | Sentrin-specific protease 1 (Homo sapiens), Q9P0U3;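 active means inhibition at least 30% at 10 µM, raw YFP signal under a set limit, fluorescence ratio 0.5 to 1.5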;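 further: 0% = enzyme with DMSO and 100% = no enzyme wells; some results filed as inactive read as strong as hits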
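System: Recombinant human SENP1 catalytic domain, His6-tagged | Incubation: Enzyme reaction for 50 min at room temperature, dark | Medium: Tris pH 8 with BME, BSA, NP40 and catalase | Also added: 25 nM SUMO1 FRET substrate | Compound: 10 µM single point, 0.5% DMSO | Measured by: FRET fluorescence in CFP and YFP emission channels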
NALP3 yeast inh – NALP3 inflammasome inhibitors in reconstituted yeast, primary screen, luminescence, uHTS | 330,000 tested, 0.39% active | AID 2825, 2010 | inhibition, % at 10 µM | Yeast reconstituted NLRP3/ASC/caspase-1, beta-gal luminescence, 24 h;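 active means inhibition of 50% or more; inactive means inhibition below 50%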;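 further: plate controls were induced DMSO wells for no effect and uninduced yeast grown without galactose for full effect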
HKDC1 inhibitor – HKDC1 hexokinase inhibitors, primary screen, biochemical, fluorescence, uHTS. recombinant HKDC1, G6PDH/diaphorase resazurin coupled fluorescence. Q2TB90. inhibition, % at 20 µM. 340,000 tested, 0.16% active;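 active means inhibition above about 35% when tested at 20 µM, limit read from the data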;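 further: plate controls were DMSO wells with enzyme for no effect and DMSO wells lacking enzyme for full effect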
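Assay system – recombinant HKDC1 (HK5) hexokinase enzyme, produced in-house · Input – HKDC1 at 5 µg/mL · Reagent – glucose plus 1 mM ATP as hexokinase substrates · Timing – 90 min reaction incubation at room temperature, dark · Measured by – G6PDH/diaphorase-coupled fluorescence, 1 mM NADP, 100 µM resazurin, 525/613 nm · Benchmarks – DMSO-enzyme wells negative, buffer-substituted wells positive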
PfGluPho inh – PfG6PD enzyme inhibitors, primary screen, biochemical, fluorescence intensity, uHTS | glucose-6-phosphate dehydrogenase-6-phosphogluconolactonase (Plasmodium falciparum 3D7) | PfGluPho enzyme, NADPH resazurin-diaphorase fluorescence | inhibition, % at 20 µM | 350,000 tested, 0.78% active | AID 504690, 2011;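 active means inhibition reaching at least a set limit at 20 µM in the primary screen, cut at about 59% in these data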;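 further: 0% = DMSO wells with substrate and 100% = DMSO wells lacking glucose-6-phosphate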
Starred values were filed as active, the others as inactive; / = no result given. Hits appear at their usual frequency. Share with any hit: about 4.1%.

1	O=C(N/N=C/C=C/c1ccccc1)C1CC1c1ccccc1 (stereo unspecified)
2	Fc1ccc2c(c1)C(c1ccncc1)=NNC(c1ccccc1)=N2
3	O=C(O)CCCC(=O)Nc1nc2n(n1)C(c1ccc(F)cc1)CC(c1ccc(Cl)cc1)N2 (stereo unspecified)
4	CO/N=C/CC(=O)c1ccc(-c2ccccc2)cc1
5	Cc1nc2c3ccccc3nc(NNC(=O)CCC(=O)NC(C)C)n2n1
6	Cc1ccc(NC(=O)CCCOc2ccccc2)cc1S(=O)(=O)N1CCOCC1
7	NC(=O)C1CCN(S(=O)(=O)Cc2ccccc2Cl)CC1
8	Cc1ccc(N2CC(C(=O)Nc3cc(C(F)(F)F)ccc3N3CCCC3)CC2=O)cc1 (stereo unspecified)
9	N#Cc1ccc(C(=O)OCC(=O)N2CCOCC2)cc1
10	CCCCOc1nc2ccccc2nc1NS(=O)(=O)c1ccc(F)cc1
Screen / compound no.	1	2	3	4	5	6	7	8	9	10
SENP8 block-1	15	3	-67	0	8	0	8	-6	-1	-36
SENP6 block	-11	5	-9	-26	17	7	-24	-10	-4	26
Apaf-1 inh	20	5	10	9	-15	-1	-5	27	0	1
SENP8 block-2	-9	-10	-3	0	1	0	-1	-8	8	0
SENP7 block	6	-4	-5	15	0	3	2	-8	5	2
SENP1 FRET inh	0	2	7	-1	4	3	2	1	0	-68
NALP3 yeast inh	10	2	7	48	16	-4	7	0	-7	17
HKDC1 inhibitor	3	-11	1	-2	-9	0	-4	-1	0	-3
PfGluPho inh	15	7	-10	-2	8	-12	-14	-1	13	-37

11	CN1CCCN(C(=O)c2cc(-c3cccc4ccccc34)nc3ccccc23)CC1
12	CC(C)CCOc1ccc(C(=O)NN2C(=O)NC3(CCCCC3)C2=O)cc1
13	CCN(CC)CCCNC(=S)N(CCO)Cc1cc2cc3c(cc2[nH]c1=O)OCCO3
14	Cc1cc(C)cc(C(=O)NC(=S)Nc2ccc3[nH]c(=O)[nH]c3c2)c1
15	C/C(=N/NC(=O)c1ccco1)c1ccc(Br)s1
16	Cc1ccc2cc(CN(Cc3ccco3)C(=O)C3CCCCC3)c(=O)[nH]c2c1C
17	CCCn1cc(CN2CCC(N3CCC(C(=O)N4CCOCC4)CC3)CC2)c(C)n1
18	CCS(=O)(=O)N1CCN(C(=O)CCC2CCCC2)CC1
19	COc1cccc(COc2ccc3c(C)cc(=O)oc3c2)c1
20	C=CCNC(=O)NC(=O)COC(=O)[C@H](C)NS(=O)(=O)c1c(C)c(C)cc(C)c1C
Screen / compound no.	11	12	13	14	15	16	17	18	19	20
SENP8 block-1	-433	18	-445	13	-1	-38	4	8	-116	27
SENP6 block	-6	-3	-17	-4	-16	-5	-2	1	77*	33
Apaf-1 inh	-12	4	5	4	8	21	3	-6	15	-16
SENP8 block-2	2	2	-10	-11	-7	-8	-6	-1	68*	-2
SENP7 block	5	-1	10	-2	15	1	-1	-3	71*	-4
SENP1 FRET inh	0	1	-3	-1	0	-1	-4	4	3	-2
NALP3 yeast inh	14	18	13	-20	-4	10	-6	-2	28	-2
HKDC1 inhibitor	-7	-2	-2	-8	-5	-2	-6	-5	1	-7
PfGluPho inh	7	-12	1	-11	-3	-16	-4	-3	7	3

21	Cc1ccc(Cl)cc1N1CCN(S(=O)(=O)c2cnc[nH]2)CC1
22	O=C(Nc1cccnc1)c1cc(-c2ccc(Br)cc2)on1
23	CS(=O)(=O)N1CCN(CCN2C(=O)c3cccc4cccc(c34)C2=O)CC1
24	O=C(CCS(=O)(=O)c1ccc(F)cc1)Nc1nnc(-c2ccco2)o1
25	CCOc1cc(CN2CCOCC2)cc(C(C)=O)c1
26	COCCN1Cc2cccc(C(=O)Nc3c(C)cc(C)cc3C)c2C1=O
27	CN(C(=O)CSc1nnc(Cc2ccccc2F)n1N)C1CCCCC1
28	COc1ccc(CN2CCN(C(=O)c3ccc4c(c3)CCC4)CC2)cc1OC
29	C/C(Cn1cnc([N+](=O)[O-])n1)=N\NC(=O)c1ccc(F)cc1
30	COc1cc(-c2cc(C(=O)Nc3ccc(S(=O)(=O)Nc4ncccn4)cc3)c3ccccc3n2)cc(OC)c1OC
Screen / compound no.	21	22	23	24	25	26	27	28	29	30
SENP8 block-1	11	15	-15	-4	23	20	-38	11	18	-237
SENP6 block	-10	29	1	-11	0	-4	-29	-17	-10	6
Apaf-1 inh	10	13	-11	-8	8	-3	12	-4	1	-2
SENP8 block-2	4	36	4	-6	-16	-5	-13	6	1	1
SENP7 block	-2	84*	0	-2	4	-7	2	4	2	6
SENP1 FRET inh	-2	1	-5	1	1	3	0	2	1	2
NALP3 yeast inh	3	23	8	21	16	-6	6	17	5	14
HKDC1 inhibitor	2	-6	-6	-7	4	3	-4	-3	1	-4
PfGluPho inh	-9	5	13	-7	-11	-10	5	2	13	-16

Retrieved by compound from the list above (5):
23	CS(=O)(=O)N1CCN(CCN2C(=O)c3cccc4cccc(c34)C2=O)CC1
29	C/C(Cn1cnc([N+](=O)[O-])n1)=N\NC(=O)c1ccc(F)cc1
25	CCOc1cc(CN2CCOCC2)cc(C(C)=O)c1
24	O=C(CCS(=O)(=O)c1ccc(F)cc1)Nc1nnc(-c2ccco2)o1
22	O=C(Nc1cccnc1)c1cc(-c2ccc(Br)cc2)on1
Screen / compound no.	23	29	25	24	22
SENP8 block-1	-15	18	23	-4	15
SENP6 block	1	-10	0	-11	29
Apaf-1 inh	-11	1	8	-8	13
SENP8 block-2	4	1	-16	-6	36
SENP7 block	0	2	4	-2	84*
SENP1 FRET inh	-5	1	1	1	1
NALP3 yeast inh	8	5	16	21	23
HKDC1 inhibitor	-6	1	4	-7	-6
PfGluPho inh	13	13	-11	-7	5

(continued)
31	COc1ccccc1OCC(=O)Nc1ccccc1C(=O)NCc1cccnc1
32	Cc1ccnc(NC(=O)c2cccc(OC(F)F)c2)n1
33	COc1ccccc1NC(=O)NNC(=O)c1ccncc1
34	COc1cccc(/C=C2\SC(=S)N(CC3CCCO3)C2=O)c1 (stereo unspecified)
35	CCOc1cccc(/C=N/NC(=S)NCCN2CCOCC2)c1O
36	COc1ccc(NC(=O)Nc2ccccc2SC)cc1
37	CC(C)CN(C(=O)COC(=O)CCc1nc2ccccc2s1)c1c(N)n(Cc2ccccc2)c(=O)[nH]c1=O
38	O=S(=O)(c1ccc(Br)cc1Cl)N1CCN(CCO)CC1
39	Cc1ccc(C(=O)Nc2ccc3c(c2)OCO3)cc1
40	Cc1cc(C)c(NC(=O)CS(=O)CC(=O)N2CCN(c3cccc(C)c3C)CC2)c(C)c1 (stereo unspecified)
Screen / compound no.	31	32	33	34	35	36	37	38	39	40
SENP8 block-1	-5	1	0	33	-395	20	13	5	21	4
SENP6 block	-16	-27	/	-1	-10	96*	-3	3	69*	-28
Apaf-1 inh	3	-3	/	13	5	8	6	3	-6	22
SENP8 block-2	0	0	/	-15	-10	92*	2	2	50	-20
SENP7 block	-6	5	/	-6	2	98*	-4	5	3	-5
SENP1 FRET inh	2	2	1	-1	-12	-1	-2	1	-1	-2
NALP3 yeast inh	-5	9	/	26	19	26	-1	6	20	9
HKDC1 inhibitor	0	-5	-6	1	-30	-11	-4	8	9	-5
PfGluPho inh	-8	0	4	1	-24	13	-2	-11	32	-19

Screen by screen, from the results shown:
Nos. 33 to 37 in NALP3 yeast inh read /, 26, 19, 26, -1
Nos. 33 to 37 in SENP1 FRET inh read 1, -1, -12, -1, -2

(cont.)
41	Nc1[nH]ncc1-c1ccccc1
42	Cc1nc(C(=O)NCCCO)cc2c1[nH]c1ccccc12
43	CC1(C)C(=O)CC[C@@]2(C)[C@H]1CC[C@@]1(C)CC3=C(CC[C@@H]12)[C@@]1(C)CCC(=O)C(C)(C)[C@@H]1CC3
44	CCOC(=O)c1sc(SC)c(C(C)=O)c1C
45	CC1CCN(CCOCCOc2ccccc2Br)CC1
46	CC(C(=O)Nc1ccc2c(c1)OCO2)n1cnc2c1c(=O)n(C)c(=O)n2C (stereo unspecified)
47	Cc1ccc(CCNC(=O)c2nnn(-c3cc(C)cc(C)c3)c2N)cc1
48	COc1ccc(C(=O)Nn2c(SCc3cccc([N+](=O)[O-])c3)nc3ccccc3c2=O)cc1
49	Cc1ccc(NC(=O)c2cc(S(=O)(=O)NCCc3ccccc3)ccc2F)cc1Cl
Screen / compound no.	41	42	43	44	45	46	47	48	49
SENP8 block-1	14	-173	/	24	4	-9	13	9	18
SENP6 block	-5	-10	-2	11	5	-12	-28	7	-9
Apaf-1 inh	8	-1	4	-14	-2	0	17	7	9
SENP8 block-2	4	-6	-1	-1	4	-5	-1	0	-6
SENP7 block	-3	-7	3	-2	6	1	-10	2	-3
SENP1 FRET inh	0	-8	/	3	1	-2	-2	1	3
NALP3 yeast inh	2	5	22	15	13	10	13	-9	21
HKDC1 inhibitor	4	1	/	2	-10	1	-2	2	-1
PfGluPho inh	-10	19	/	-15	-3	7	-8	-16	14
